# High-throughput results deposited in PubChem by several laboratories.
# PTK2B oligo ant: antagonists of human Pyk2 oligomerization; Q293 cells, Pyk2 FERM NanoBiT luminescence; hits give low values; z-score (the deposit names both 25 µM and 10 µM); actives 0.83% (n = 99,000); AID 1347419;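 active = Z-score of -3 or lower, scaled per plate to the spread of control and sample wells; inactive = z-score above -3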;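 also: negative z-score means lost luminescence so less FERM oligomerization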
# PLAP activator: activators of human placental alkaline phosphatase. P05187. purified PLAP enzyme, luminescent substrate read-out; hits give high values. activation fold at 20 µM. actives 1.2% (n = 96,000). AID 696; in the data active = activation fold above about 2
# CYP2C9 inh: blocks human cytochrome P450 2C9; CYP2C9 Supersomes, luciferin-H conversion, luminescence; inhibition, % at 5 µM; actives 20% (n = 96,000); AID 777;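 active = blocking of liver enzyme CYP2C9 beyond about 50% at 5 µM, limit read from the data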; also: values of inactives mirror those of a sister screen read the other way
# Target sequence (P11712 whole entry, looked up): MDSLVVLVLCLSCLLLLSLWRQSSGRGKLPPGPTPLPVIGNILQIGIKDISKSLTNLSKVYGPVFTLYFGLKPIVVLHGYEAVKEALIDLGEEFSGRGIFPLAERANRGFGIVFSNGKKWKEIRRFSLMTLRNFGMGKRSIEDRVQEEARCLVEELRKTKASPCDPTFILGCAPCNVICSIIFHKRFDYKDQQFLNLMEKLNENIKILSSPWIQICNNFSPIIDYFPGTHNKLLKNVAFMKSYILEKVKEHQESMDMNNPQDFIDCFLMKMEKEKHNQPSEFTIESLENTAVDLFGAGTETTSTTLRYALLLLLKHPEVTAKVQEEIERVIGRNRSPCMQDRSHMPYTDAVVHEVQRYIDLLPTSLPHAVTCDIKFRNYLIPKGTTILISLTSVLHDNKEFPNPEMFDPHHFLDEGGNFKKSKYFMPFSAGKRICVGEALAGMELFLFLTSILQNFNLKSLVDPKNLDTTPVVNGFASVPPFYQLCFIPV
# EphB4 antag: EphB4-ephrin-B2 interaction antagonism; inhibition, % at 7 µM; EphB4 LBD / TNYL-RAW-Alexa532 peptide, fluorescence polarization; actives 0.15% (n = 97,000); AID 720; P54760;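 active = inhibition above the screen-wide mean inhibition plus 3 SD, cut at about 15% in these data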;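 also: 0% = DMSO wells and 100% = excess unlabeled TNYL-RAW peptide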
# CYP2C9 activ: CYP2C9 (human) activation | P11712 | recombinant CYP2C9, luciferin-H conversion, luminescence; hits give high values; factor 1 = untreated enzyme, 0 = blocked | activation factor at 5 µM | actives 1.4% (n = 96,000);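 active = activation factor of 2 or more for CYP2C9 at a 5 µM dose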;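 also: 0 = sulfaphenazole-blocked wells and 1 = vehicle-only wells; values of inactives mirror those of a sister screen read the other way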
# E coli WT exp: blocks growth of wild type E. coli BW25113; OD600 absorbance; AID 710; growth inhibition, % at 100 µM; actives 0.15% (n = 98,000);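 active = growth inhibition above about 50% at one test dose, limit read from the data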;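 also: growth measured after 20 h incubation at 37 °C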
# PostGolgi yeast: growth inhibition of a yeast mutant, post-Golgi transport screen | inhibition, % at 10 µM | post-Golgi transport phenotypic cell assay | AID 739 | actives 0.9% (n = 98,000); in the data active = inhibition above about 30%;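 also: yeast cells grown in 1536-well plates; yeast grown about 18 h at 30C before absorbance read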
# CYP2C19 inhib: inhibitors of human CYP2C19; AID 778; actives 21% (n = 96,000); P33261; inhibition, % at 5 µM; CYP2C19 Supersomes, luciferin-H EGE luminescence, 30 min;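 active = CYP2C19 inhibition above a set limit at 5 µM in the primary screen, cut at about 50% in these data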;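 also: plate controls were negative control wells for no effect and 2.5 mM tranylcypromine positive control for full effect; values of inactives mirror those of a sister screen read the other way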
# Target sequence (P33261 whole entry, looked up): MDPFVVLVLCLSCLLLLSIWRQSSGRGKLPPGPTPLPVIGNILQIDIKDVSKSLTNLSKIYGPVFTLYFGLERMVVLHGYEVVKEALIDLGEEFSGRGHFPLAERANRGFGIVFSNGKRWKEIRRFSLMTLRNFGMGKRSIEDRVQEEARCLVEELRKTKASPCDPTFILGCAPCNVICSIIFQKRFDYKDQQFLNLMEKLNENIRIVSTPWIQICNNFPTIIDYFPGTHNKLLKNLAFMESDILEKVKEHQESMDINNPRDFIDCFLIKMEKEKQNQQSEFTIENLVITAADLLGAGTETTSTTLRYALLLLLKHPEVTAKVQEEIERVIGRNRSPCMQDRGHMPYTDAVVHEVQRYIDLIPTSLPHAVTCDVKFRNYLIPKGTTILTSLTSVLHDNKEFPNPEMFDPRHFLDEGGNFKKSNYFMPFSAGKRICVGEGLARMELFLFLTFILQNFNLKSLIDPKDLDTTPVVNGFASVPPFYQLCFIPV
# CYP2C19 act: increases human CYP2C19 enzyme activity. P33261. recombinant CYP2C19, luciferin-H EGE luminescence; hits give high values; 0 = fully inhibited enzyme, 1 = untreated enzyme. activation factor at 5 µM. 96,000 tested, under 10 active;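 active = activation factor of at least 2 at 5 µM in the primary screen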;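 also: 0 = wells with 2.5 mM tranylcypromine and 1 = vehicle-only wells; values of inactives mirror those of a sister screen read the other way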
# The depositor's hits bear a star; · = no result given; & = joins results of further samples.
SMILES,PTK2B oligo ant,PLAP activator,CYP2C9 inh,EphB4 antag,CYP2C9 activ,E coli WT exp,PostGolgi yeast,CYP2C19 inhib,CYP2C19 act
CC1(C)CC(=O)C2=C(C1)N(Cc1ccco1)C(=O)C2(NC(=O)C1CCCCC1)C(F)(F)F (stereo not drawn),0.43,1.5,51*,4,0.5,5,-7,38,0.6
O=C(NC1CCCCC1)C(c1ccc2ncccc2c1)N(Cc1ccc(F)cc1)C(=O)c1ccc2c(c1)OCCO2 (stereo not drawn),-2.4,1.2,22,3,0.8,-10,-2,42,0.6
CC(=O)NCCC(=O)Nc1sc2c(c1-c1nc3ccccc3[nH]1)CCCC2,0.84,1.6,61*,-7,0.4,-7,-5,36,0.6
Cc1ccc(C)c(NC(=O)CCC(=O)OC(C(=O)c2ccccc2)c2ccccc2)c1 (stereo not drawn),1.2,0.9,2,2,1,7,0,1,1
CC(C)C(=O)NCCc1nc2ccccc2n1C,-1.4,1.1,1,-6,1,7,1,20,0.8
COc1ccccc1NC(=O)Nc1ccc2c(c1)OCCO2,-0.68,0.9,54*,1,0.5,4,1,82*,0.2
COc1cccc(CNC2CCCC2)c1,1.5,0.9,-12,·,1.1,1,-8,14,0.9
S=c1sc2c(N3CCOCC3)ncnc2n1-c1ccccc1,·,1.1,-2,0,1,-8,-2,-5,1
Cc1ccc(S(=O)(=O)c2c(C)cc(C)nc2Oc2cccc(C(F)(F)F)c2)cc1,-0.1,1.1,46,2,0.5,-11,2,59*,0.4
O=C1NCC(O)=C1C=NC12CC3CC(CC(C3)C1)C2,1.2&0.65,0.7&1,-9&-14,-7,1.1&1.1,-3&-1,-3&4,-3&-9,1&1.1
CCN(CC)CCCNC(=O)C1CCN(C(=O)c2cc3sccc3n2Cc2ccc(F)cc2)CC1,0.39,1.6,14,10,0.9,-3,-2,10,0.9
O=S(=O)(c1ccccc1)n1nc(-c2ccccc2)nc1NCc1ccco1,0.14,0.9,40,0,0.6,-18,2,29,0.7

# Gathered by group: the compounds so far with an aryl methoxy group (2)
SMILES,PTK2B oligo ant,PLAP activator,CYP2C9 inh,EphB4 antag,CYP2C9 activ,E coli WT exp,PostGolgi yeast,CYP2C19 inhib,CYP2C19 act
COc1ccccc1NC(=O)Nc1ccc2c(c1)OCCO2,-0.68,0.9,54*,1,0.5,4,1,82*,0.2
COc1cccc(CNC2CCCC2)c1,1.5,0.9,-12,·,1.1,1,-8,14,0.9

# Carrying on.
SMILES,PTK2B oligo ant,PLAP activator,CYP2C9 inh,EphB4 antag,CYP2C9 activ,E coli WT exp,PostGolgi yeast,CYP2C19 inhib,CYP2C19 act
Cc1noc(C)c1S(=O)(=O)N1CCC(C(=O)N2CCN(C(=O)c3ccco3)CC2)CC1,-0.31,1.2,-16,-3,1.2,5,-6,3,1
COc1cccc(N2CCN(c3c(C#N)c(C(F)(F)F)nn3C)CC2)c1,-0.04,1.3,92*,2,0.1,-2,1,94*,0.1
COc1cccc2c1OC1(C)CC2NC(=O)N1c1cccc(C(=O)N2CCN(c3ccccn3)CC2)c1 (stereo not drawn),-0.56,1.3,1,-2,1,3,1,-10,1.1
COC(=O)[C@H](C)NC(=O)Nc1ccc(Oc2ccccc2)cc1,2.2,1,21,5,0.8,-10,-3,37,0.6
CCOC(=O)Cc1csc(NC(=O)NC2(C(F)(F)F)Oc3ccccc3O2)n1,0.7,1.1,7,-1,0.9,1,-10,-3,1
CCCc1cc(C(N)=O)c(NC(=O)c2ccco2)s1,-2,0.8,18,-1,0.8,-10,3,10,0.9
C=CCN1C(=O)C(Cc2ccc(OCC)cc2)S/C1=N\N=C\c1cccs1 (stereo not drawn),-0.27,1,54*,2,0.5,-31,-8,30,0.7
COc1ccccc1N1CCN(C(c2ccccc2Cl)c2nnnn2C(C)(C)C)CC1 (stereo not drawn),-2,1.6,13,2,0.9,-11,16,12,0.9
Cc1cc(NC(=O)CCC(=O)N(CCC(C)C)CC(=O)NCC2CCCO2)no1 (stereo not drawn),1.6,1.4,10,-5,0.9,11,0,19,0.8
COc1cc(OC)cc(C(=O)NC(=S)N2CCN(c3ccc(C(F)(F)F)cc3[N+](=O)[O-])CC2)c1,-1.4,1.1,14,-3,0.9,1,12,15,0.8
CCOc1ccc(C(=O)Nc2nncs2)cc1OCC,-0.78,1,-15,-8,1.1,-2,-3,-10,1.1
CCn1c(=N)n(CC(=O)c2cccc(OC)c2)c2ccccc21,0.24,0.7,-13,·,1.1,2,-3,-12,1.1
Nc1nc(SCC(=O)NCCCO)nc2sc3c(c12)CCC3,-0.45,1.2,3,-8,1,11,3,8,0.9
O=C(Nc1ccc(F)cc1)c1oc2ccccc2c1NC(=O)C1CCCC1,-1.4,1,-8,6,1.1,-9,6,-6,1.1
CCCCCCCC(=O)N/N=C(/C)c1c(O)cc(C)oc1=O,0.67,1.2,24,-1,0.8,-8,-4,14,0.9
COC(=O)CSc1nc2ncc(Cl)cc2[nH]1,0.44,0.9,10,0,0.9,-5,-3,15,0.9
Cc1occc1C(=O)N1CCN(S(C)(=O)=O)CC1,1.4,·,·,-2,·,-16,7,·,·
COc1ccc(C)cc1S(=O)(=O)N(C)CC(=O)N1CCCCCC1,-0.86,1.6,47,-5,0.5,0,0,49,0.5
CCCn1c(=O)c(C(=O)Nc2cnccn2)c(O)c2ccccc21,·,0.9,-25,·,1.3,·,·,-16,1.2
COc1ccc2nc(NC(=O)C3CCCN(S(=O)(=O)c4cccc5nonc45)C3)sc2c1 (stereo not drawn),0.56,·,·,10,·,-8,1,·,·
C/C=C/c1ccc(OCCN2C(=O)NC(C)(C)C2=O)c(OC)c1,0.38,1.3,11,2,0.9,6,-3,37,0.6
Brc1ccc(/C=C/C=N/Nc2nc3ccccc3s2)cc1,0.86,1.1,-2,5,1,-12,-1,5,1
COc1ccccc1OCc1ccc(C(=O)NCc2ccco2)o1,-0.51,1.2,24,0,0.8,1,7,76*,0.2
COc1ccc(C(=O)Cn2c(Br)nc3c2c(=O)n(C)c(=O)n3C)cc1OC,2,0.9,5,8,1,-16,2,3,1
N#Cc1cc(N)ccc1Sc1ccccc1,0.69,0.9,-104,3,2*,12,23,46,0.5
CCCn1c(N2CCN(CC(=O)Nc3ccc4c(c3)OCCO4)CC2)nc2ccccc21,-2.2,1.5,14,-7,0.9,10,2,23,0.8
CC(C)CCNC(=O)CSc1nc2ccccc2c(=O)[nH]1,0.53,0.9,31,-3,0.7,-10,-2,24,0.8
COc1cccc(C2=NOC(C(=O)Nc3cccc(C(C)=O)c3)C2)c1OC (stereo not drawn),1.1,0.9,-80,6,1.8,0,5,58*,0.4
Cc1ccc(CC2(O)CC(C)N(C)CC2C)c(C)c1 (stereo not drawn),-0.12,0.9,3,2,1,4,4,5,1
CC1CN(C(=O)c2cc3ccccc3oc2=O)CC(C)O1 (stereo not drawn),0.57,1,-79,·,1.8,·,·,-1,1
COc1ccccc1Cc1nc(-c2ccc(C)cc2)no1,-2,1.1,7,1,0.9,-1,0,36,0.6
O=C(CCCCC(=O)N1CCN(c2ccccc2)CC1)N1CCN(c2ccccc2)CC1,·,1.6,23,·,0.8,·,·,18,0.8
Cc1ccc(N(CC(=O)NCC2CCCO2)S(C)(=O)=O)cc1Cl (stereo not drawn),0.01,0.9,-9,-5,1.1,-9,-7,19,0.8
CC(C)CCOCC(=O)Oc1ccccc1C(=O)O,-0.09,1,14,-2,0.9,-7,-1,-2,1
c1coc(-c2nc(-c3ccncc3)no2)c1,0.01,0.9,35,3,0.7,5,0,87*,0.1
N#Cc1cc([N+](=O)[O-])ccc1Oc1cccc(/C=N/NC(=O)c2cccc(Cl)c2)c1,-0.07,1,49,2,0.5,-9,-9,46,0.5
Cc1ccc(S(=O)(=O)N2CCCC2C(=O)n2nc(C)cc2C)cc1 (stereo not drawn),0.36,0.9,-77,3,1.8,1,-1,14,0.9
O=C(O)C1C2C=CC(O2)C1C(=O)NCCCn1ccnc1 (stereo not drawn),·,1.1,11,-9,0.9,7,-5,26,0.7
CC1(C)Cc2nc(N)c(C(=O)NCCO)cc2CO1,0.36,1.1,16,·,0.8,-5,4,-6,1.1
C=CCn1c(=S)[nH]c2nc3c(cc2c1=O)CCCC3,-0.74,1,-20,4,1.2,-4,5,-6,1.1
CCOc1ccc(CCNC(=O)c2cc3sccc3n2C)cc1OCC,0.71,1.5,67*,·,0.3,-5,16,94*,0.1
COC(=O)CN(c1ccc2c(c1)OCO2)S(C)(=O)=O,-1.2,0.9,12,5,0.9,-6,4,46,0.5
COc1ccccc1NC(=O)COc1ccc(/C=N/n2cnnc2)cc1OC,0.41,1.3,72*,4,0.3,0,-3,56*,0.4
Cn1c(=O)[nH]c2cc3ccccc3cc21,0.04,·,·,8,·,3,3,·,·
CCc1nnc(NC(=O)c2ccc(S(=O)(=O)N(CCOC)CCOC)cc2)o1,0.09,1.2,14,3,0.9,-3,-14,9,0.9
COC(=O)CCCNC(=O)OCc1ccc([N+](=O)[O-])cc1,0.3,0.9,13,-9,0.9,9,-2,35,0.6
CCOC(=O)c1cc(C#N)c(N)nc1C,1.7,0.9,-10,3,1.1,6,15,-2,1
CCOc1ccc(NC2=C(Cl)C(=O)N(Cc3ccccc3)C2=O)cc1,-0.74,0.8,5,1,1,-7,-1,-2,1
Cc1cc(C)c(NC(=S)N2CCC(N(C)CC3CCCO3)CC2)c(C)c1 (stereo not drawn),-0.82,1.4,5,1,0.9,-1,4,-9,1.1
CSC1=C(C#N)C(C)C2=C(CC(C)(C)CC2=O)N1 (stereo not drawn),-0.06,0.8,-8,-3,1.1,8,2,1,1
CCCNC(=O)C1CN(S(=O)(=O)c2ccccc2)CCN1S(=O)(=O)c1ccccc1 (stereo not drawn),0.03,1,1,6,1,-9,-3,8,0.9
O=C(Cc1cccc2ccccc12)Nc1nc2ccccc2[nH]1,0.39,1,34,1,0.7,7,7,29,0.7
C1=Nc2c(Nc3ccccc3)ncnc2Oc2ccccc21,-1.2,0.8,62*,3,0.4,-1,-4,54*,0.5
Cc1ccc(-n2c(SCC(=O)NCC3CCCO3)nc3n[nH]c(C)c3c2=N)cc1Cl (stereo not drawn),0.28,1.2,27,·,0.7,-7,3,18,0.8
O=C1CCCc2c1nn(-c1ccccc1)[n+]2[O-],0.08,0.9,2,-1,1,2,-8,-8,1.1
CCOC(=O)c1ccc(NC(=O)C2CCCO2)cc1 (stereo not drawn),-0.86,0.9,22,2,0.8,2,-13,12,0.9
Cc1ccc(-c2cc(-c3nnc(SCC(=O)NCC(C)C)n3N)c3ccccc3n2)cc1,0.66,1.2,78*,7,0.2,-21,-8,39,0.6
c1ccc(C(c2ccccc2)N2CCN(c3ccc4ccccc4n3)CC2)cc1,0.18,1,23,-1,0.8,-25,10,-10,1.1
CC(Oc1ccccc1F)C(=O)NCCN1CCCCC1 (stereo not drawn),-0.39,1.1,-4,-11,1,-6,-14,4,1
CCCOc1c(OC)cccc1C1CC(=O)Nc2cc3c(cc21)OCCO3 (stereo not drawn),0.06,1,68*,-15,0.3,-3,-1,44,0.6
# Additional records.
SMILES,PTK2B oligo ant,PLAP activator,CYP2C9 inh,EphB4 antag,CYP2C9 activ,E coli WT exp,PostGolgi yeast,CYP2C19 inhib,CYP2C19 act
Cc1ccc2c(CN3CCN(CCO)CC3)cc(=O)oc2c1,2.3,1,-16,-12,1.2,9,-5,-1,1
CCn1cc(/C=N/NS(=O)(=O)c2ccc(OC)cc2)c(C)n1,1.5,1.1,69*,3,0.3,-1,6,87*,0.1
Cc1cccc(NC(=O)c2cc3c(n(-c4ccccc4)c2=O)CCCC3=O)n1,0.73,1.1,50*,6,0.5,-4,0,19,0.8
O=C(O)/C=C\C(=O)Nc1ccccc1C(=O)N1CCN(c2ccc(Cl)cc2)CC1,-0.75,1.7,58*,6,0.4,2,0,34,0.7
COc1ccc(OC)c(S(=O)(=O)Nc2cnc3ccccc3c2)c1,0.18,1.1,24,2,0.8,2,10,73*,0.3
